EWS-Fli inh = EWS/Fli-driven NR0B1 reporter inhibitors, primary screen, A673 cells, NR0B1 luciferase, luminescence, MLPCN library. hit rate 0.67% among 350,000. AID 651661, 2012. inhibition, % at 12.6 µM. viability-normalised;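 active means mean inhibition of at least 50% after viability correction, with every replicate also passing that limit; inconclusive means mean reaches 50% but only one of two replicates passes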;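 further: firefly luciferase signal divided by Alamar Blue viability fluorescence both relative to DMSO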
PGC1a acetyl inh = inhibitors of PGC1a acetylation signal, primary screen, cell-based, U2OS, AlphaScreen, inhibitor mode; inhibition, % at 15.6 µM; AlphaScreen anti-acetyl-lysine; with virally co-expressed GCN5 acetyltransferase; hit rate 0.17% among 350,000;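 active means every replicate shows inhibition of at least 40%; inconclusive means mean inhibition at least 40% but some replicate below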;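 further: 0% = neutral control wells and 100% = positive control wells; some results beyond the cut were filed as inactive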
PAX8 reporter = inhibitors of PAX8-driven TPO luciferase reporter, primary screen, RMG-I cells, single concentration | SteadyGlo, 24 h | inhibition, % at 12.6 µM | hit rate 1.2% among 360,000 | AID 652154, 2013;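 active means mean replicate inhibition at least 60% with every replicate also reaching 60%; inconclusive means only one of the two criteria is met; inactive means mean below 60% and not all replicates reaching 60%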;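 further: luciferase light reporting Pax8 driven TPO promoter activity; plate controls were median of neutral control wells for no effect and mitoxantrone controls for full effect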
Cneo AK release = Cryptococcus neoformans cell lysis inducers, primary screen, AK release luminescence, single concentration. C. neoformans lysis, adenylate kinase release luminescence, 4 h; normalised: neutral wells 0, clomiphene wells 100. AID 651654, 2012. hit rate 0.2% among 360,000. lysis activity, % at 15 µM;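 active means mean lysis activity across replicates of at least 80%, whatever share of replicates individually reach that level; inactive means mean lysis activity below 80%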
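Signal: Adenylate kinase release luminescence | Assay system: Log-phase Cryptococcus neoformans yeast cells | Input: Cells at 5 × 10^6 per mL | Buffer or medium: Fresh YPD growth medium | Compound: Single dose | Schedule: Static 4 h at 37 °C with compound, 1 h detection | Controls: Clomiphene | Read-out: Luminescence rise reflecting yeast cell lysis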
LGR2 inh = inhibitors of bursicon-induced LGR2 CRE-luciferase signal, primary screen, cell-based, HEK293, CRE-luciferase reporter, bursicon stimulation. Drosophila bursicon receptor LGR2 (rickets). inhibition, % at 9.99 µM. bursicon-stimulated, 4 h. hit rate 0.35% among 380,000. AID 720647, 2013;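 active means drop in luminescence signal, shown as inhibition above about 50% in the replicate tests, limit read from the data, passing the limit was not always enough; inconclusive means probably only some replicates passing the limit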;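 further: agonist challenge used bursicon conditioned medium at about half maximal strength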
CASP6 VEID inh = human caspase-6 inhibitors, primary screen, biochemical, VEID-R110 fluorescence, single point, set 2 | purified caspase-6, Z-VEID-R110 cleavage fluorescence | inhibition, % at 12.5 µM | hit rate 0.53% among 350,000;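 active means mean inhibition across replicates at least about 35%, with every replicate also reaching that limit, limit read from the data; inconclusive means only one of the two criteria met; inactive means neither criterion met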;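 further: 0% = median of neutral control wells and 100% = no fluorescence left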
Target sequence (P55212 24-179 limits assumed): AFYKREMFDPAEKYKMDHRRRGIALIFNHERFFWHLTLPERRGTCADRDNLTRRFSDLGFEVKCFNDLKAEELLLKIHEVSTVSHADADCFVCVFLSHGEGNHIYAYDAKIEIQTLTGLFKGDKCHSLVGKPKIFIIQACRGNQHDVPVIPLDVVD
Target sequence (P55212 194-293 limits assumed): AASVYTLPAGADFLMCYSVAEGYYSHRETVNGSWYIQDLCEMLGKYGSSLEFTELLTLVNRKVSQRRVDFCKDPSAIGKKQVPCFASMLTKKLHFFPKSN
FN deposit inh = inhibitors of fibronectin matrix deposition, primary screen, AH1F cells, Alexa488-fibronectin fluorescence, plate reader. AH1F fibroblasts, overnight. inhibition, % at 12.6 µM. hit rate 0.086% among 350,000. AID 743247, 2014;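 active means mean inhibition across replicates of 30% or more, regardless of how many single replicates reach that level; inconclusive means mean under 30% yet at least half of replicates reach 30%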;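 further: positive control wells lacked labelled fibronectin entirely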
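Assay system: AH1F fibroblast monolayer, labelled fibronectin deposition. Amount: 10000 cells per well. Also added: labelled fibronectin 24 nM. Compound: single-point pinned compound. Incubation: cell attachment 1 h, compound and FN exposure overnight. Detection: fluorescence after three HBSS washes, excitation 485 nm, emission 525 nm. Read-out: inhibition of fibronectin deposition signal.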
miR-122 sensor = miR-122 Renilla sensor signal increase in Huh7, primary screen, miR-122 inhibitor project, cell-based, single point, plate reader; hit rate 0.3% among 340,000; Huh7 miR-122 Renilla luciferase sensor, 48 h; neutral wells = 0, positive control = 100; AID 602342, 2012; activation (reporter increase), % at 12.5 µM;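 active means mean replicate activation score at least 90 and every replicate individually at or above 90; inconclusive means only one of the two criteria met; inactive means neither criterion met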;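 further: higher luciferase means less miR-122 activity so hits act as miR-122 inhibitors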
* marks the source's active call; other numbers are inactive results; ? = inconclusive; . = no result given; & = joins results of further samples; [ ] = another dose, or the depositor's remark. Rows are unselected, and some 2.5% of all compounds hit somewhere here.

SMILES,EWS-Fli inh,CASP6 VEID inh,FN deposit inh,PAX8 reporter,LGR2 inh,miR-122 sensor,Cneo AK release,PGC1a acetyl inh
COc1ccc(NC(=O)CSc2ccc(-c3sc(C)nc3C)nn2)cc1,-3,3,.,-1,7,-4,0,1
CC(=O)N1CC2(C1)[C@@H](c1ccccc1)[C@@H](CO)N2C(=O)c1cnccn1,-6,-1,-2,2,-1,.,.,6
CCN(CC)CCNC(=O)Cn1nc(Cc2cccnc2)c2ccccc2c1=O,4,-11,10,-9,.,.,-2,.
CCOc1ccc2oc(C(=O)NCC(C)(C)CN(C)C)c(C)c2c1,-10,-3,4,-10,-22,.,.,.
CCCn1cccc(C(=O)Nc2ccc(OC)cc2)c1=O,-27,0,2,-1,-14,4,0,2
CCCCN(C)C1CCN(C(=S)Nc2ccc(OC)cc2)CC1,5,-2,-9,-4,-1,.,.,11
O=C(O)c1ccccc1N=N/C(=N/Nc1cc(S(=O)(=O)O)ccc1O)c1ccccc1,-12,16,-8,14,15,-5,-3,4
C[C@@H]1CN([C@@H](C)CO)C(=O)c2cc(C3=CCCCC3)cnc2O[C@H]1CN(C)C(=O)c1ccccc1,1,0,3,.,-12,2[16.7 µM],5,4
O=C(c1ccc(F)cc1)N1CC(=O)N2[C@H](CO)[C@@H](c3ccc(C#Cc4ccc(F)cc4)cc3)[C@H]2C1,-6,-1,.,-4,1,.,.,3
Cn1nc(-c2ccccc2)cc1NC(=O)Nc1ccc(C(C)(C)C)cc1,-13,-5,-1,0,.,.,.,.
CO[C@@H]1CN(C)C(=O)c2cc(NC(=O)C3CC3)ccc2OC[C@H](C)N(CCC(F)(F)F)C[C@@H]1C,4,-5,5,-6,-15,.,3,5
C[C@@H]1CN([C@@H](C)CO)C(=O)c2cc(NC(=O)Nc3ccc4c(c3)OCO4)ccc2O[C@@H](C)CCCCO[C@H]1CN(C)CC1CCCCC1,7,0,.,3,21,-10[16.7 µM],2,-30
NC(=O)c1cc(-c2csc(-c3cccnc3)n2)ccc1O,-21,-2,5,-87,-26,1,-1,.
COc1ccc(CN(Cc2ccc(OC)cc2)S(=O)(=O)c2ccc(-n3cnnn3)c(C)c2)cc1,.,.,12,.,-2,1,3,-18
CC(C)(C)[C@H]1C=C(C(=O)N2CCOCC2)O[C@@H](OCCCCO)C1,-4&-3,-1&-1,2,-2&-11,-5,3,-13&1,12
Cc1ccc(CNC(=O)Cn2cccc2C(=O)c2ccccc2)cc1,.,.,-2,.,.,-4,3,6
Cn1c(=O)c2c(nc(OCCc3ccccc3)n2C)n(C)c1=O,11,2,-4,-24,-14,.,-1,.
C[C@@H]1ON(C)[C@H]2C[C@H]3c4[nH]c5ccccc5c4CCN3C(=O)[C@@H]12,6,0,-4,16,-11,4,-1,-5
O=C(OCC(=O)N1CCOCC1)c1ccc(Cl)c(S(=O)(=O)N2CCc3ccccc32)c1,-10,0,1,9,?,63,.,12
O=C1CCCCC1C(=O)c1cn(-c2ccc(Cl)c(Cl)c2)nn1 (stereo unspecified),-31,-4,-8,-29,-28,0,7,-1
CC(C)NC(=O)Nc1ccc2c(c1)C(=O)N([C@H](C)CO)C[C@@H](C)[C@@H](CN(C)Cc1ccc(C(=O)Nc3ccccc3N)cc1)O2,28,0,-12,.,14,-5[16.7 µM],45,3
Cc1csc2c(N3CCN(C(=O)c4ccc(C(C)(C)C)cc4)CC3)ncnc12,-7,-4,2,9,-1,.,.,.
Cc1ccc(NC(=O)COC(=O)/C=C/c2ccccc2)cc1S(=O)(=O)N1CCOCC1,4,0,7,4,-2,1,-1,2
Cc1onc(-c2c(Cl)cccc2Cl)c1C(=O)NC(=S)Nc1sc2c(c1C(N)=O)CCC(C)C2 (stereo unspecified),6,-2,-1,-15,4,.,.,.
CC(C)(C)c1[nH]nc2c1C(c1ccco1)C(C#N)=C(N)O2 (stereo unspecified),-9,-1,-5,0,2,.,.,.
O=C(Nc1ccc(S(=O)(=O)Nc2ccccc2)cc1)C1CC1,.,0,-4,-1,-7,1,0,-3
COCC(=O)N1C[C@H](C)[C@@H](OC)CN(C)C(=O)c2ccc(NC(=O)C3CCC3)cc2OC[C@H]1C,1,.,-2,.,-4,-7[16.7 µM],-6,10
O=C(NC1Cc2ccccc2C1)[C@H]1[C@H](CO)[C@H]2Cn3c(ccc(C4=CCCCC4)c3=O)[C@@H]1N2,0,.,.,.,-6,-7[16.7 µM],-5,.
COc1ccc2c3c(n(C)c2c1)[C@@H](CO)N(C(=O)c1ccncc1)CC31CCN(S(C)(=O)=O)CC1,-2,2,.,-8,0,.,.,2
COc1ccc2c(c1)[C@H]1[C@H](CO2)[C@H](c2ccccc2)[C@@]2(C)C(=O)N[C@H](C)C(=O)N12,1,-4,2,10,3,4,-2,.

Laid out differently: results already given
Every second line gives: EWS-Fli inh, CASP6 VEID inh, FN deposit inh, PAX8 reporter, LGR2 inh, miR-122 sensor, Cneo AK release, PGC1a acetyl inh
O=C(OCC(=O)N1CCOCC1)c1ccc(Cl)c(S(=O)(=O)N2CCc3ccccc32)c1
  -10, 0, 1, 9, ?, 63, ., 12
O=C1CCCCC1C(=O)c1cn(-c2ccc(Cl)c(Cl)c2)nn1 (stereo unspecified)
  -31, -4, -8, -29, -28, 0, 7, -1
CC(C)NC(=O)Nc1ccc2c(c1)C(=O)N([C@H](C)CO)C[C@@H](C)[C@@H](CN(C)Cc1ccc(C(=O)Nc3ccccc3N)cc1)O2
  28, 0, -12, ., 14, -5[16.7 µM], 45, 3

Other entries follow.
SMILES,EWS-Fli inh,CASP6 VEID inh,FN deposit inh,PAX8 reporter,LGR2 inh,miR-122 sensor,Cneo AK release,PGC1a acetyl inh
Cc1ccc2nc(N3CCOCC3)c(C=O)c(=O)n2c1,0,3,4,-3,-15,1,-1,17
CCN1C(=O)[C@H]2[C@@H](c3ccc(C)cc3)N[C@]3(CCCN(Cc4ccc(C)cc4)C3=O)[C@H]2C1=O,2,3,-7,-11,13,-10,0,-8
COc1ccc(NS(=O)(=O)c2ccc(C(=O)N(C)Cc3cccs3)cc2)cc1,11,8,1,8,7,3,-1,3
Cc1ccc(S(=O)(=O)N(C)C[C@H]2Oc3ccc(NS(=O)(=O)c4c(C)noc4C)cc3CC(=O)N([C@H](C)CO)C[C@H]2C)cc1,0,-4,.,-2,1,-3[16.7 µM],-1,-15
Cc1c(NC(=O)CSc2nc3c(cnn3-c3ccccc3)c(=O)[nH]2)c(=O)n(-c2ccccc2)n1C,3,0,-2,5,3,.,.,.
Cc1ccc(Cl)cc1N(C)C(=O)Cn1ncc2c([nH]c3ccccc32)c1=O,.,-1,-2,23,6,0,-1,-2
NCC1CCN(c2nc3ccccc3c3c2CCCC3)CC1,12,-7,-5,16,0,.,.,.
Cc1cccc(C)c1NC(=O)C(c1ccccc1)n1c(=O)c(-c2ccco2)nc2ccccc21 (stereo unspecified),-10,12,-2,12,14,.,.,.
Cc1cc(O)ccc1-c1cc(C(=O)NCc2cc(C(F)(F)F)cc(C(F)(F)F)c2)[nH]n1,9,1,6,5,-13,-1,-1,-15
O=C(NCc1cccnc1)C1CCN(S(=O)(=O)c2cccnc2)CC1,.,.,.,.,7,2,1,-3
CC(C)C(c1nnnn1Cc1ccco1)N1CCN(c2nc3ccccc3s2)CC1 (stereo unspecified),.,.,39*,.,.,-5,1,-3
CCOC(=O)C1=CCN(S(=O)(=O)c2ccc(C)cc2)C1c1ccc(Br)cc1 (stereo unspecified),-4,-1,-1,5,-3,4,5,-40
CCCC(C(=O)NCc1ccco1)N(C(=O)CNS(=O)(=O)c1ccccc1)c1ccc(OC)cc1 (stereo unspecified),5,0,.,-2,7,-6,1,1
CC(=O)OCCOc1nc(N(C)C)nc(N(C)C)n1,.,.,-13,21,.,-2,-1,.
COCCNC(=S)N1CCOCC1,4,0,0,-40,6,6,-3,3
CC(=O)Nc1cccc(C(=O)OC(C)C(=O)NCc2ccc3c(c2)OCO3)c1 (stereo unspecified),0,-7,5,-7,5,1,0,-9
O=[N+]([O-])c1ccc(COc2ccccc2CN2CCOCC2)cc1,6,1,9,-13,-3,-3,1,3
CCOC(=O)c1c(NC(=O)CSC2=NN3CCCC(=O)N=C3S2)sc2c1CCCCC2,5,-3,9,-20,1,.,4,.
CCOc1ccc(CN2CCN(Cc3cc4c(cc3Cl)OCO4)CC2CCO)cc1 (stereo unspecified),12,1,-1,1,-4,5,3,-22
O=C(NCC1OCCc2ccccc21)c1cc(COc2c(F)cccc2F)on1 (stereo unspecified),-44,4,-1,-83,-55,.,.,-9
O=C(C[C@H]1C[C@@H]2c3cc(NC(=O)NC4CCCCC4)ccc3O[C@@H]2[C@H](CO)O1)NCC1CC1,10,-1,4,-6,5,0[16.7 µM],4,8
Cc1ccc(NC(=O)CCn2c(=O)oc3ccccc32)cc1,.,.,1,-29,.,-9,-1,-14
O=C(COC(=O)C1CCCC1)Nc1cccc(Cl)c1Cl,8,-1,-7,-5,2,.,0,-2
Cc1ccc(/C=C/C(=O)O)cc1S(=O)(=O)N(C)CCO,-7,1,6,14,-5,.,.,.
CCc1cc(C(=O)COc2ccccc2F)c(O)cc1O,.,9,.,.,-24,-1,9,2
COc1ccc(NC(=O)N(C)C[C@@H]2OCCCC[C@H](C)Oc3ccc(NC(=O)CCCN(C)C)cc3C(=O)N([C@H](C)CO)C[C@H]2C)cc1,-9,-1,.,-25,-1,10[16.7 µM],-1,4
COc1ccc(Cl)cc1S(=O)(=O)Nc1ccncc1,0,-1,14,-2,8,3,6,-3
CC1CCN(C(=O)c2cc(-c3ccco3)on2)CC1,-93,6,2,-68,-45,-7,-2,.
CCOC(=O)c1cc(C#N)c(SCC(=O)OC)[nH]c1=O,15,-1,-19,16,1,1,.,0
CCOC(=O)NC1(NC2CCCCC2)Oc2ccccc2O1,34,11,.,.,-4,-4,1,7
CCCNC(=O)N1[C@H](CO)[C@@H](c2ccc(-c3cccc(OC)c3)cc2)[C@@H]1C#N,10,1,2,10,-1,.,45,-8
O=C(NC1CC1)c1cc(-c2ccccn2)nc2ccccc12,.,.,.,.,-2,-8,1,8
CCOc1ccc(Cl)cc1-c1cc(C(=O)Nc2ccc(OC)cc2OC)[nH]n1,-4,-1,-1,12,-1,3,-2,-6
CC(NC(=O)Nc1ccc([N+](=O)[O-])cc1)C(c1cccs1)N1CCCC1 (stereo unspecified),0,-7,2,17,-26,.,.,.
Cc1cc(SCC(N)=O)nc(SCC(=O)c2ccccc2)n1,.,.,-6,-14,.,-8,-7,4

Screening data: PubChem, Broad Institute
